Bioassay records: PubChem, several laboratories
PHOSPHO1 block: blocks human PHOSPHO1 phosphatase activity; recombinant PHOSPHO1, absorbance phosphatase assay; inhibition, % at 13.3 µM; 1.1% of 290,000 active; AID 1565; in the data active = inhibition above about 60%
HCV NS3 hel inh: blocks Hepatitis C virus NS3 helicase unwinding. NS3 helicase DNA unwinding, Cy5 molecular beacon fluorescence. inhibition, % at 10.9 µM. 0.56% of 290,000 active. AID 1800;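 active = inhibition above the mean of all tested compounds plus 3 SD, set per campaign, cut at about 35% in these data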;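 also: 0% = DMSO wells and 100% = thioflavine S control wells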
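Material: hepatitis C virus NS3 helicase domain fragment enzyme; measured by: Cy5 fluorescence, 0 and 60 min reads; control set: DMSO and thioflavine S; incubation: 60 min unwinding reaction at 25 °C after ATP addition; read-out basis: % inhibition from 60/0 min fluorescence ratio, DMSO 0%, thioflavine S 100%; repeats: singlicate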
GalR3 antagonist: blocks the human galanin receptor 3; O60755; HEK293 GalR3-CNG cAMP membrane potential fluorescence; galR3 body fused to GalR1 C-terminus; inhibition, % at 3 µM; 0.44% of 360,000 active;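 active = inhibition above the screen-wide average plus 3 SD, cut at about 13% in these data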;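 also: forskolin and galanin both at EC90 stimulate the cells; cAMP rise reported by CNG channel membrane potential dye signal; 0% = forskolin plus galanin with DMSO and 100% = forskolin alone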
Target sequence (O60755 1-299 limits assumed): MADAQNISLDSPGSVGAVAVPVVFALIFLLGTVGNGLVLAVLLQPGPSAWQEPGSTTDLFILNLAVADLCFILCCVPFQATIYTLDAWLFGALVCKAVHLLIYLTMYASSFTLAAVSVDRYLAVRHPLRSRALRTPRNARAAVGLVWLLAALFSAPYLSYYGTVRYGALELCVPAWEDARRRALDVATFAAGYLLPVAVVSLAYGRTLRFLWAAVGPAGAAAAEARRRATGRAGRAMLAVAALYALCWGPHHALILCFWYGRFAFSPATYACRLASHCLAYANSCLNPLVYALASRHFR
GPR7 antag: human neuropeptides B/W receptor 1 antagonism | inhibition, % at 4.4 µM | GPR7-expressing cells, fluorescence antagonist assay | 1.1% of 290,000 active | P48145; in the data active = inhibition above about 16%, passing the limit was not always enough;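 also: cells stimulated with the agonist NPW; 0% = agonist with vehicle and 100% = vehicle without agonist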
VIM-2 inhibitor: blocks Pseudomonas aeruginosa VIM-2 metallo-beta-lactamase. purified VIM-2, nitrocefin hydrolysis, epi-absorbance fluorescence. inhibition, % at 5.6 µM. 0.89% of 290,000 active. AID 1527;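 active = inhibition above the mean of all tested compounds plus 3 SD, cutoff set per screening run, cut at about 7.5% in these data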;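 also: red hydrolysis product quenches plate fluorescence so inhibitors raise well fluorescence; 0% = enzyme with DMSO and 100% = DMSO without enzyme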
V1aR counter: V1a receptor agonism, counter-screen for OXTR agonists; P37288; CHO-V1R cells, Fluo-8 calcium fluorescence, agonist mode; 0% DMSO, 100% 3 nM vasopressin; activation, % at 3 µM; 0.25% of 320,000 active;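 active = activation above the mean activation of all tested compounds plus 3 SD, per screening run, cut at about 20% in these data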;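 also: signal is peak over basal fluorescence ratio across a 100 second FLIPR read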
Target sequence (P37288 whole entry, looked up): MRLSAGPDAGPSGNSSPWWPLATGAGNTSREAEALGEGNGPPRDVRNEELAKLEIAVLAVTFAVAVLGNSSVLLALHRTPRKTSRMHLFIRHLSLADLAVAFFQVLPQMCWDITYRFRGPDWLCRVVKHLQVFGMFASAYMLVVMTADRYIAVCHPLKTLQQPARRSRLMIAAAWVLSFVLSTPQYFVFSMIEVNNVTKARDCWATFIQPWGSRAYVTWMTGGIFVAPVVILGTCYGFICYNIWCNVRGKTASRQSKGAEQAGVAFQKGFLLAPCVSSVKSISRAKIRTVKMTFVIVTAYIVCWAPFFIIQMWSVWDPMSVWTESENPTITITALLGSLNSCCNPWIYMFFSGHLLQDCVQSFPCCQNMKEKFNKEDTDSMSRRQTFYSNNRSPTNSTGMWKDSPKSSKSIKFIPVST
IMP-1 inh: blocks Pseudomonas aeruginosa IMP-1 metallo-beta-lactamase. purified IMP-1, nitrocefin hydrolysis, epi-absorbance fluorescence. inhibition, % at 5.6 µM. 0.45% of 290,000 active. AID 1556;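 active = inhibition above the mean plus 3 SD of all compounds in the same screening run, cut at about 4.5% in these data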;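 also: 0% = IMP-1 with DMSO and 100% = DMSO wells lacking enzyme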
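System – purified recombinant IMP-1 beta-lactamase · Input – IMP-1 dispensed at 0.2 nM · Timing – 15 min preincubation plus 25 min reaction at 25 °C · Signal – Epi-absorbance fluorescence, 480 nm excitation, 530 nm emission · Measure – percent IMP-1 inhibition derived from blank-referenced optical density · Controls – Enzyme-plus-DMSO low control, enzyme-free DMSO high control · Replication – singlicate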
FID counter: displaces DNA intercalator in HCV helicase counter-screen. DNA fluorescent intercalator displacement, fluorescence. inhibition, % at 7.9 µM. 0.17% of 290,000 active; in the data active = inhibition above about 37%;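 also: 0% = vehicle and 100% = reference compound; higher means more ethidium bromide displaced from hairpin DNA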
OXTR agonist: activates the human oxytocin receptor; P30559; CHO-OTR cells, Fluo-8 calcium fluorescence; normalized: DMSO 0%, oxytocin 100%; activation, % at 3 µM; 0.32% of 320,000 active;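 active = activation above the mean of all tested compounds plus 3 SD, cutoff set per screening run, cut at about 20% in these data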;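 also: peak over basal fluorescence ratio from a 100 s FLIPR kinetic read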
Target sequence (P30559 whole entry, looked up): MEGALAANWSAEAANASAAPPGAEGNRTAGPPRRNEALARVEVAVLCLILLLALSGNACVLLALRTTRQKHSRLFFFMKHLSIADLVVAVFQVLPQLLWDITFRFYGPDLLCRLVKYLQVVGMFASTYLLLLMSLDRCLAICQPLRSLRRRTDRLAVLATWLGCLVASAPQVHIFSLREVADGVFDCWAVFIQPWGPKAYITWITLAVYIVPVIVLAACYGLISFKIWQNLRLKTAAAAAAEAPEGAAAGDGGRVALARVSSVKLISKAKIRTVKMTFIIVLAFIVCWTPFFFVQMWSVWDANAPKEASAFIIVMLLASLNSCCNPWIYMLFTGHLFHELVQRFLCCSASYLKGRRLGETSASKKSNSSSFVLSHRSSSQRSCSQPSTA
* hit, by the source's call; · = no result given.

SMILES | PHOSPHO1 block | HCV NS3 hel inh | GalR3 antagonist | GPR7 antag | VIM-2 inhibitor | V1aR counter | IMP-1 inh | FID counter | OXTR agonist
CCOc1ccc(N2CC(C(=O)OCC(=O)c3ccc(OC)cc3)CC2=O)cc1 (stereo not given) | 36 | -6 | -10 | 3 | -3.6 | 5.9 | -2.3 | -45 | 4.3
CNC(=O)COc1coc(CN2CCN(c3cccc(Cl)c3)CC2)cc1=O | 16 | 11 | -8 | 2 | 0.5 | 0.8 | -0.9 | -30 | 2.2
O=C(CSc1nnc(CNc2ccccc2)o1)N1CCc2ccccc21 | -1 | -11 | -4 | -16 | -2.6 | -0.8 | -1.5 | -5 | 0.3
COc1ccccc1C(=O)Nc1ccnn1C1CCN(C(=O)C(C)(C)C)CC1 | -28 | 1 | -2 | 2 | -0.2 | -0.4 | -1.0 | -40 | 0.2
CCOC(=O)/C=C1\CN(Cc2ccc(OC)cc2)S(=O)(=O)c2ccccc21 | 31 | -7 | -6 | 2 | -5.2 | -0.4 | -3.2 | -35 | 1.0
COC(=O)c1ccc(OCC(=O)c2ccccc2OC)cc1 | -3 | -10 | -3 | -9 | 1.4 | -0.4 | -0.4 | -9 | -0.7
COC(=O)c1ccc(N=NN2CCCCC2)cc1 | 1 | -2 | -7 | 4 | -2.8 | -0.5 | -4.0 | 12 | -1.9
CCn1c(C)cc(/C=C2\NC(=O)N(Cc3ccccc3)C2=O)c1C | 70* | 0 | -1 | -4 | -5.4 | -0.7 | -1.9 | -8 | -0.5
O=C(C(NS(=O)(=O)c1cccc2nsnc12)c1ccccc1)N1CCN(c2ccccn2)CC1 (stereo not given) | 48 | 0 | -2 | -9 | -6.2 | -0.2 | -2.4 | -30 | -1.3
O=C(O)CN1C(=O)/C(=C\c2cccc(OCc3ccc(F)cc3)c2)SC1=S | 48 | 22 | -5 | 21 | 4.2 | · | -0.1 | 13 | ·
CCOC(=O)Cc1ccc(NC(=O)c2cccc([N+](=O)[O-])c2)cc1 | 38 | 7 | -3 | -5 | -2.7 | 3.3 | -1.5 | -3 | 1.8
COc1ccc(C(=O)c2cnc3cc4c(cc3c2C)OCO4)cc1 | -3 | -9 | -6 | -5 | -3.6 | 3.2 | -2.6 | -23 | 3.3
CC1(C)CC2CC(C)(CN2S(=O)(=O)c2ccc(N)cc2)C1 (stereo not given) | -65 | 6 | -5 | 16 | -2.9 | -0.5 | -1.3 | -14 | -2.1
CCN(CC)CC#CCC(OC)(c1ccccc1)c1ccccc1 | 37 | -17 | 1 | 5 | -1.5 | 0.1 | -3.4 | 17 | 0.2
CCOc1ccc(NC(=S)N(CCc2ccncc2)C(C)C)cc1 | 24 | -2 | -4 | -17 | -2.7 | 0.2 | -1.8 | -3 | -1.1
COC(=O)C(NC(C)=O)(Nc1ccc(C)cn1)C(F)(F)F (stereo not given) | 12 | 13 | 3 | -17 | -3.2 | 1.1 | -2.1 | -7 | 1.3
O=C(Cc1ccc(Cl)c(Cl)c1)NC1CCCCCC1 | 28 | 5 | -10 | 4 | -1.9 | 0.3 | -2.9 | -22 | -1.4
NCCCC[C@H](NC(=O)C1CCNCC1)c1nnc(CN)o1 | 26 | -4 | · | -18 | -1.0 | 1.3 | -0.5 | 10 | 0.6
COc1ccc(CCNS(=O)(=O)c2ccc(OC)c(OC)c2)cc1OC | · | -7 | -5 | -6 | -1.4 | 0.3 | -3.4 | -12 | 0.0
COC(=O)C(=C/C=C/c1ccco1)C(=O)OC | 36 | 13 | -2 | -6 | -0.8 | 0.1 | -3.0 | -5 | -1.1
COc1ccc(NC(=O)Nc2c(C)n(C)n(-c3ccccc3)c2=O)cc1OC | 36 | -3 | 2 | 5 | -1.9 | -1.2 | -0.2 | -6 | -0.4
O=C(Nc1ccc(Cl)cc1)OCCn1nnnc1C(c1ccccc1)N1CCOCC1 (stereo not given) | 10 | -2 | -5 | -9 | -3.8 | 3.8 | -3.3 | -30 | 3.0
CN(Cc1nccn1C)C(=O)CC1C(=O)NCCN1Cc1ccc(F)cc1Cl (stereo not given) | 46 | -6 | -3 | -18 | -3.7 | 1.6 | -3.0 | -1 | 0.6
Nc1nc(CN2CCN(c3ccccc3F)CC2)nc(Nc2ccccc2)n1 | -2 | -31 | 0 | -3 | -4.6 | -0.3 | -2.3 | 0 | 0.0
C/C(=N\OCC(=O)Nc1ccc(OC(F)(F)F)cc1)c1ccc2c(c1)OCCO2 | -2 | -18 | -3 | 1 | -1.2 | 2.5 | -2.2 | -10 | -1.5
CCCc1nc2nc(C)c(NS(=O)(=O)c3ccc(CC(C)C)cc3)c(=O)n2[nH]1 | 36 | 33 | -9 | 23 | 1.3 | -0.4 | 1.7 | -45 | -0.6
CCOc1cc(C(=O)Nc2nnc(S(=O)(=O)N3CCOCC3)s2)cc(OCC)c1OCC | 18 | -10 | -8 | -11 | -1.9 | -0.7 | -1.3 | -39 | -0.2
[N-]=[N+]=CC(=O)C(Cc1ccccc1)N1C(=O)c2ccccc2C1=O (stereo not given) | 15 | -3 | -1 | -2 | -2.0 | 1.3 | -2.2 | -6 | 0.0
Cc1cccc(OCC(=O)N2CCN(C(=O)COc3ccc(Cl)cc3)CC2)c1 | 37 | -8 | -10 | -5 | -0.8 | 2.8 | 0.2 | -35 | 3.2
CCOc1cccc(-n2nnnc2-c2ccc(OC)cc2)c1 | 20 | 1 | 2 | 19 | -4.2 | -0.9 | -3.0 | -23 | -1.9
CC1=C(C(=O)OC(C)C)C(c2ccsc2)NC(=O)N1C (stereo not given) | -4 | 1 | -5 | -11 | -0.3 | -0.1 | -3.0 | -2 | -1.0
CCOc1ccccc1NS(=O)(=O)c1ccc(-n2cccn2)cc1 | 14 | -3 | -1 | -11 | -2.9 | 3.7 | -1.6 | -27 | 5.1
COc1ccc(CCNC(=O)Oc2ccccc2)cc1OC | 16 | -3 | -14 | -17 | 1.2 | 0.9 | -0.1 | -8 | -0.1
COc1cc(NC(=O)C2CCCN(S(=O)(=O)c3ccc4c(c3)oc(=O)n4C)C2)cc(OC)c1 (stereo not given) | -13 | -3 | -2 | -1 | -1.0 | 1.2 | -4.1 | -3 | -0.3
O=C(/C=C/c1cccs1)N1CCN(c2ccccc2)CC1 | 21 | 1 | -7 | -17 | -0.9 | -0.4 | -1.5 | -14 | -0.6
CCOC(=O)c1ccc(NC(=O)Cn2nnc(-c3ccccc3F)n2)cc1 | -4 | -7 | -4 | -3 | 2.0 | 0.9 | -0.3 | 6 | 1.6
CN(Cc1ccco1)C(=O)Cn1c(=O)oc2cc(S(=O)(=O)NCc3ccccc3)ccc21 | -12 | -2 | -2 | 6 | -5.8 | 4.9 | -2.2 | -11 | 4.6
O=C(Cn1c(NCCO)nc2ccccc21)c1ccc(F)cc1 | 24 | -6 | -6 | -8 | 0.1 | -1.0 | -2.1 | 6 | 0.3
CCOC(=O)c1ccc(Oc2cn[nH]c2-c2ccc(OCC(=O)NN)cc2O)cc1 | · | 0 | -5 | -17 | 4.7 | 11 | -3.4 | -21 | 5.5
CCS(=O)(=O)c1nc(S(=O)(=O)c2ccc(Cl)cc2)c(N2CCN(CCO)CC2)s1 | 42 | -2 | -5 | -5 | -1.5 | 3.2 | -2.3 | -8 | 1.9
C[C@@H]1CN(C(=O)c2cc(COc3cccc(C(F)(F)F)c3)on2)C[C@H](C)O1 | -11 | 0 | -2 | 4 | -0.9 | 2.9 | -2.6 | -33 | -0.9
Cn1c(=O)c2[nH]c(N3CCN(c4cccc(O)c4)CC3)nc2n(C)c1=O | -10 | -19 | 4 | -7 | -2.1 | -0.4 | -3.9 | -5 | -1.9
Cc1cc(C(=O)N2CCN(c3ncccn3)CC2)sc1-c1ccccc1 | · | -2 | -4 | 5 | -1.2 | -0.5 | -1.0 | 2 | -0.4
COc1ccc(-c2noc(C3CCCN(C(=O)Nc4ccccc4)C3)n2)cc1 (stereo not given) | 22 | -12 | -3 | 6 | 1.3 | -0.4 | -3.4 | -7 | -1.6
O=C(CSc1ccc(-c2cccc([N+](=O)[O-])c2)nn1)NCc1ccccc1 | 34 | -5 | -3 | -16 | -0.7 | -1.6 | -0.5 | 1 | -1.9
Nc1ccc(N=Nc2ccccc2)c(N)n1 | 16 | -9 | · | -3 | -1.3 | 3.1 | -3.1 | 1 | 0.0
Cc1ccccc1NC(=O)Nc1ccc2c(c1)CCC2 | 26 | -4 | -1 | -2 | 0.7 | -0.8 | -1.3 | -8 | 0.3
CCOC(=O)NC(=O)/C(N=Nc1cccc(C(F)(F)F)c1)=C(\C)O | 43 | 5 | -2 | -15 | -0.3 | -0.9 | -2.2 | 1 | -0.8
CC(=O)/C=C1/C(=O)Nc2ccccc21 | -10 | -3 | -1 | -10 | -3.8 | 1.7 | -2.6 | -1 | 2.7
O=C(c1ccc(N2C(=O)CCC2=O)cc1)N1CCOCC1 | 9 | 7 | -5 | -1 | -7.0 | 0.5 | -1.5 | -2 | 0.3

New compounds follow
SMILES | PHOSPHO1 block | HCV NS3 hel inh | GalR3 antagonist | GPR7 antag | VIM-2 inhibitor | V1aR counter | IMP-1 inh | FID counter | OXTR agonist
Cc1cccc(-n2c3nc(=O)[nH]c(=O)c-3cc3c(C)nn(-c4ccccc4)c32)c1 | 6 | 3 | · | -3 | -1.8 | 0.6 | -0.5 | -5 | 0.4
Cc1ccc(NC(=O)CC2C(=O)N(Cc3ccccc3)C(=S)N2NC(=O)c2ccccc2)c(C)c1 (stereo not given) | -4 | 6 | -9 | -8 | -3.2 | 1.0 | -4.9 | -2 | 1.0
COc1cc(NS(=O)(=O)c2ccc(OC)c(C)c2C)c(OC)cc1Cl | 23 | 2 | -6 | 10 | -3.9 | 2.6 | -5.5 | -18 | 0.3
CC(=O)c1ccc(Nc2nc(N3CCOCC3)nc(N3CCOCC3)n2)cc1 | 40 | -3 | -8 | -10 | -0.4 | 0.1 | -2.0 | -27 | -0.9
Cc1c(C)n(C)c2ccc(C(=O)NCCCN3CCN(C)CC3)cc12 | -16 | -29 | 3 | -4 | 0.3 | 0.7 | -2.3 | 9 | -1.6
CCCCOC(=O)C1=C(C)NC(=O)NC1c1ccc(OC)cc1 (stereo not given) | 40 | 15 | -10 | 11 | 1.9 | 0.3 | 1.2 | -24 | -1.1
CN(CC(=O)Nc1ccc(F)c(F)c1F)C(=O)Cc1ccc2c(c1)OCCO2 | 38 | 14 | 0 | 9 | -1.3 | -0.1 | 0.4 | -15 | -0.1
CCCC1=[N+](CC(=O)c2ccccc2)CCn2c(C)ccc21 | 19 | -5 | -3 | -4 | -1.6 | 0.0 | 0.1 | -1 | -1.3

Shown with two lines to a compound: part of the list above.
Screens in order: PHOSPHO1 block, HCV NS3 hel inh, GalR3 antagonist, GPR7 antag, VIM-2 inhibitor, V1aR counter, IMP-1 inh, FID counter, OXTR agonist
- Cc1c(C)n(C)c2ccc(C(=O)NCCCN3CCN(C)CC3)cc12
 : -16, -29, 3, -4, 0.3, 0.7, -2.3, 9, -1.6
- CCCCOC(=O)C1=C(C)NC(=O)NC1c1ccc(OC)cc1 (stereo not given)
 : 40, 15, -10, 11, 1.9, 0.3, 1.2, -24, -1.1

The order is random, and some 4.3% of all compounds hit somewhere here.
